Compound activity: PubChem, The Scripps Research Institute Molecular Screening Center
MITF primary: inhibitors of human MITF; AID 1259374; O75030; 650,000 tested, 0.91% active; inhibition, % at 2.6 µM; AlphaScreen MITF homodimerization, bead proximity signal; in the data active means inhibition above about 50%;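 further: 0% = vehicle wells with protein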
FBW7 activator: human FBW7 E3 ligase activation, primary screen; Q969H0; AlphaScreen FBW7–phospho-cyclin E peptide binding, activator screen; normalized activity (activation), % at 26.1 µM; 650,000 tested, 0.13% active; in the data active means normalized activity above about 1.9%;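 further: purified mutant Fbw7 with reduced substrate affinity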
Target sequence (Q969H0 whole entry, looked up): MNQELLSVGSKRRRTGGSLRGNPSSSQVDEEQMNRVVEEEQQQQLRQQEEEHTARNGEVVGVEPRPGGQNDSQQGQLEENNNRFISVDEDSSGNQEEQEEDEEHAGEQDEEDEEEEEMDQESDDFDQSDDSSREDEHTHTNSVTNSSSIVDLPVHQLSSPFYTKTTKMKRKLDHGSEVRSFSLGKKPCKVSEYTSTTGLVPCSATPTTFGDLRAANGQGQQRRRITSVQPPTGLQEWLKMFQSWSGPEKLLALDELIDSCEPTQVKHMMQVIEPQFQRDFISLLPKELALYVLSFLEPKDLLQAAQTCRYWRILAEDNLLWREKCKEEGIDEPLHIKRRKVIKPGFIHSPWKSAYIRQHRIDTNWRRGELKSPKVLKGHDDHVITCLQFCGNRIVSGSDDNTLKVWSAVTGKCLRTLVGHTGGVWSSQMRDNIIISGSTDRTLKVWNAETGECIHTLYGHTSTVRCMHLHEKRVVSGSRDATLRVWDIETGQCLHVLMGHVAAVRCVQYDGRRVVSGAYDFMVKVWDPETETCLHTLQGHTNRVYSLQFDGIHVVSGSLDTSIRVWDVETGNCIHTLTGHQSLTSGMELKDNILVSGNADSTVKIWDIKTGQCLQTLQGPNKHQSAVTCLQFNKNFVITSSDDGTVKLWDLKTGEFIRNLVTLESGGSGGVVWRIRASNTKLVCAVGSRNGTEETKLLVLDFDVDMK
TEAD-YAP block: TEAD-YAP interaction inhibition | HEK-TIYL cells, TEAD-Gal4/YAP UAS-luciferase luminescence | inhibition, % at 9.12 µM | 640,000 tested, 1.4% active; in the data active means inhibition above about 32%;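 further: 0% = median of test compound wells and 100% = reference inhibitor wells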
GPR151 ag: human GPR151 activation; Q8TDV0; PathHunter beta-arrestin GPR151 cells, luminescence; activation, % at 11.2 µM; 650,000 tested, 1% active; AID 1508602; in the data active means activation above about 4.9%;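 further: 0% = median of compound wells and 100% = cells with positive control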
An asterisk follows results filed as active; & = joins results of further samples.

Structure	MITF primary	FBW7 activator	TEAD-YAP block	GPR151 ag
CNC(=O)[C@@H]1C[C@H](NC(C)C)CN1CC(c1ccccc1)c1ccccc1	2.1	-0.1	0.9	-1.2
O=C(CN1CCC(NC(=O)C2CCCCC2)CC1)NCc1ccco1	1.4	0.0	0.8	-0.2
CCc1nc2c([nH]1)C(c1cc(Br)co1)C(C#N)=C(N)S2 (centres undefined)	2.6	0.0	9.3	-0.6
CN(C)c1ccc(N2C(=O)CSC2=S)cc1	53.5*	-0.5	5.6	0.2
COc1ccc(CNc2nc(NCc3ccc(OC)cc3)n(C(C)=O)n2)cc1	14.6	0.0	8.3	-1.4
CCOC(=O)N1CCN(c2cc(-c3cccnc3)nc(-c3ccncc3)n2)CC1	-2.6	-0.1	3.5	0.2
CN(Cc1nc(-c2cccc([N+](=O)[O-])c2)no1)S(=O)(=O)c1ccccc1	-1.2	-0.1	0.2	-0.2
Cc1ccc(NC(=O)CSc2nnc(CN3CCOCC3)n2C)c(C)c1	3.1	-0.1	-6.5	0.1
C[C@H]1NC(=O)[C@@H]2C[C@H](NC(=O)c3cccc4ccccc34)CN2C1=O	2.5	0.0	6.7	0.3
CCC(C)n1c(=N)c(C(=O)NC2CCCCC2)cc2c(=O)n3cccc(C)c3nc21 (centres undefined)	6.4	-0.2	4.8	5.2*

The list continues.
Structure	MITF primary	FBW7 activator	TEAD-YAP block	GPR151 ag
N#C/C(=C\c1ccc2c(c1)OCCO2)C(N)=S	11.1	-0.1	-6.6	0.7
O=C(NC(c1ccccc1)c1ccccc1)N1CCC(Cn2cnc3ccccc32)CC1	56.1*	-0.2	3.2	-0.1
O=C(COC(=O)CN1C(=O)C2CC=CCC2C1=O)Nc1ccc2c(c1)OCO2 (centres undefined)	6.0	0.2	10.0	0.3
CC1(C)Cc2c(cnn2-c2ccc(Cl)cc2)-c2nc3ccccc3nc21	15.3	-0.1	-1.3	0.0
Cc1nn2cc(-c3[nH]ncc3[N+](=O)[O-])cnc2c1C(N)=O	-16.6	0.0	-10.8	-1.0
COc1ccccc1-c1noc(-c2ccc([N+](=O)[O-])cc2)n1	10.8	0.0	-7.9	0.3
O=C(CC(=O)c1ccccc1)CC(=O)c1ccc(Cl)cc1	11.7	0.3	-11.9	-1.4
COCCCNC(=S)N(Cc1ccccc1)Cc1ccccc1	-3.0	0.0	6.1	1.9
C=CCc1cccc(C)c1OCCCCNCCN	44.1	0.8	12.7	-1.3
O=C(c1cc(Cc2ccc(F)cc2)no1)N1CCOc2ccccc21	-5.5	0.3	-40.4	-0.1

Further structures:
Structure	MITF primary	FBW7 activator	TEAD-YAP block	GPR151 ag
O=C(Cc1cc(=O)[nH]c(=O)[nH]1)NCc1ccc(F)cc1	1.6	-0.1	-2.2	-0.8
Cc1cc(C)cc(-n2c(SCC(N)=O)nc3c(c2=O)SCC3)c1	1.2	-0.1	-0.2	1.9
COc1ccc(OC)c(/C=N/NC(=O)c2n[nH]c3c2CCCC3)c1	3.7	0.1	-24.1	-2.7
O=C(c1ccccc1)C1CCCN(Cc2c(C(=O)N3CCCCC3)nc3sccn23)C1 (centres undefined)	-11.0	-0.2	6.7	-0.8
CCOc1ccc(-c2nc3s/c(=C\c4ccco4)c(=O)n3n2)cc1	5.6	0.1	-5.6	1.6
Cc1ccc(CN2C(=O)CSc3ccc(C(=O)NC4CCCCC4C)cc32)cc1 (centres undefined)	0.4	0.0	-9.1	-1.5
CCN(CC)C(=O)Oc1ccc(Cl)c2cccnc12	11.3	-0.1	2.2	0.1
O=C(CCc1ccccc1)NCCn1nc(-c2cccs2)oc1=O	7.4	0.0	-12.2	-0.9
COC(=O)C(=O)Nc1nnc(-c2cccs2)s1	-4.2	-0.2	-2.5	0.8
CC(C)c1nccn1S(=O)(=O)c1ccc(Br)cc1Br	13.1	0.0	7.0	-1.6

Additional results.
Structure	MITF primary	FBW7 activator	TEAD-YAP block	GPR151 ag
COc1c(Cl)cc(Cl)cc1/C=C(\C#N)c1nc(-c2ccc(Cl)cc2)cs1	-0.3	0.1	-0.4	1.8
COC(=O)c1ccccc1NC(=O)CC(=O)c1ccccc1	0.8	0.0	16.0	-0.2
CC(C)(C)c1ccc(NC(=O)c2ccccc2)c([N+](=O)[O-])c1	32.8	0.2	-55.6	-2.2
COC(=O)CN(c1ccc(C)c(C)c1)S(=O)(=O)c1ccccc1	16.1	0.0	-5.0	-0.3
Cc1cc2c(NC(=O)[C@@H]3CC[C@@H](N)C3)cccc2nn1	23.3	-0.3	-7.4	-0.1
CC(=O)Nc1cc(C(N)=O)c(Cl)cc1Cl	7.7	0.0	4.8	2.1
CC(=O)Nc1ccc(NC(=O)c2ccnc(-c3cccc(N)c3)c2)cc1	-13.1	-0.1	-1.5	1.9
COc1cc2nc(SCC(=O)Nc3ccc(C(C)C)cc3)n(CCc3ccc(Cl)cc3)c(=O)c2cc1OC	15.4	0.4	4.4	-1.1
O=C(Cc1ccc(Cl)cc1)Nc1ccc(C(=O)Nc2ccccc2C(=O)O)cc1	3.0	-0.3	0.6	1.3
CC1CCN(CC(O)COc2ccc(C(C)C)cc2)CC1 (centres undefined)	-3.8	-0.1	9.0	-0.8

(further entries)
Structure	MITF primary	FBW7 activator	TEAD-YAP block	GPR151 ag
COCCNc1nc(-c2cccc(O)c2)ccc1C(=O)N(C)CCN(C)C	13.3	0.2	4.7	-0.2
N#C/C(=C\c1cn(CC(=O)NCC2CCCO2)c2ccccc12)C(=O)NC1CC1 (centres undefined)	-10.5	0.0	-3.2	3.4
Cc1nc(N2CCCC(NCc3cccs3)CC2)nc2ccc(F)cc12 (centres undefined)	-16.3	0.1	8.7	0.2
CC1(C)NC(=O)N(CC(=O)OCc2nc3ccccc3c(=O)n2CC#N)C1=O	9.2	0.2	0.9	-1.7
Cc1cc(C)nc(SCC(=O)OC2CC(C)CCC2C(C)C)n1 (centres undefined)	1.7	-0.1	13.2	2.2
C/C(=N/NC(=O)c1cc([N+](=O)[O-])cc([N+](=O)[O-])c1)c1ccc(C)c(C)c1	3.9	0.1	9.8	1.1
COc1ccc(S(=O)(=O)N(CC(=O)Nc2c(F)cccc2F)Cc2ccccc2)cc1	-9.0	-0.2	11.5	-0.4
COc1ccc(NC(=O)C2CCC(CNc3c(N4CCCCC4)c(=O)c3=O)CC2)cc1 (centres undefined)	0.9	-0.1	-13.5	0.4
CC1CCN(C(=O)Cn2c(=O)oc3cc(S(=O)(=O)N4CCCCC4C)ccc32)CC1 (centres undefined)	3.7	-0.2	0.8	2.3
COc1ccc(CN2CCN(S(C)(=O)=O)CC2)cc1OCc1ccccc1	-7.4	0.2	-15.8	0.8

The listing continues:
Structure	MITF primary	FBW7 activator	TEAD-YAP block	GPR151 ag
O=C(c1ccc2c(Cl)c3c(nc2c1)CCCC3)N1CCN(c2ncccn2)CC1	2.5	-0.2	-5.6	0.9
Cc1ccc(NS(=O)(=O)c2cc3c4c(cccc4c2)C(=O)NC3=O)cc1	10.7	0.3	24.7	-0.7
CCN(CC)C(=O)c1c[nH]c2ccc(S(=O)(=O)N(C)c3ccc(Cl)cc3)cc2c1=O	1.9	-0.2	1.7	1.3
CC(=O)Nc1ccc(-c2ccccc2)s1	-6.3	0.0	-1.6	0.6
COc1cccc(NC(=O)c2ccc(NCCCC3CCCCCC3)c([N+](=O)[O-])c2)c1	8.9	-0.1	2.8	1.0
CCOc1ccccc1NC(=O)COC	9.7	0.4	-0.7	-0.6
COc1ccc(-c2nc(NCCCN3CCCC3=O)c3ncn(Cc4ccc(C(F)(F)F)cc4)c3n2)cc1	0.6	0.0	-1.5	-0.9
O=C(CSc1nnc2c3ccccc3n(Cc3ccccc3)c2n1)NCc1ccco1	10.1	0.4	9.9	-1.1
N#C/C(=C/Nc1cccc(Cl)c1Cl)c1nc(-c2ccc3c(c2)OCO3)cs1	-3.7	-0.3	-13.6	-1.9
COc1ccc(C(=O)NCc2nc(-c3cccc(C)c3)no2)c(OC)c1	-2.4	0.0	-1.6	0.4

Following part.
Structure	MITF primary	FBW7 activator	TEAD-YAP block	GPR151 ag
CC(OC(=O)CNS(=O)(=O)/C=C/c1ccccc1)C(=O)c1ccc(C(C)(C)C)cc1 (centres undefined)	-3.5	0.0	-5.5	-0.4
COc1ccc(OC)c(NC(=O)Cn2cnc3c2c(=O)n(C)c(=O)n3C)c1	-2.0	0.1	6.1	1.0
O=[N+]([O-])c1ccc2nonc2c1Nc1ccccc1Cl	0.3	-0.1	-3.3	-0.4
O=S(=O)(Cc1ccccc1Cl)NCC1(c2ccccc2)CCOCC1	-16.3	-0.1	-1.6	-1.0
CC1=NN(Cc2c(Cl)cccc2Cl)C(=O)C1	0.6	0.1	12.0	4.6
C[C@H]1NC(=O)[C@H]2CN(C(=O)c3ccc(Cl)cc3)CCN2C1=O	-10.8	-0.2	2.8	1.0
CCc1c(C)c2cc3c(C)coc3c(C)c2oc1=O	-7.9	0.0	-6.1	-1.1
COc1ccc(O)c(/C=N/NC(=O)/C(=C\c2cccs2)NC(=O)c2ccccc2)c1	10.4	-0.1	58.3*	1.8
CC(C)c1nnc(SCC(=O)NNC(=O)C2CCCCC2)n1C	13.3	-0.1	2.6	-0.3
CCOC(=O)C1=C(C)NC2=C(C(=O)CC(C)(C)C2)C1c1cccc(OC)c1OC (centres undefined)	11.1&12.7	0.4&-0.2	15.7&3.0	0.1&0.4

Profiles from above. Screens in order: MITF primary, FBW7 activator, TEAD-YAP block, GPR151 ag
CCc1c(C)c2cc3c(C)coc3c(C)c2oc1=O is listed as -7.9, 0.0, -6.1, -1.1
CC(C)c1nnc(SCC(=O)NNC(=O)C2CCCCC2)n1C is listed as 13.3, -0.1, 2.6, -0.3
C[C@H]1NC(=O)[C@H]2CN(C(=O)c3ccc(Cl)cc3)CCN2C1=O is listed as -10.8, -0.2, 2.8, 1.0
CC1=NN(Cc2c(Cl)cccc2Cl)C(=O)C1 is listed as 0.6, 0.1, 12.0, 4.6
O=[N+]([O-])c1ccc2nonc2c1Nc1ccccc1Cl is listed as 0.3, -0.1, -3.3, -0.4

Next records follow.
Structure	MITF primary	FBW7 activator	TEAD-YAP block	GPR151 ag
CC(NC(=O)CSc1nc(-c2ccccc2)cc(C(F)(F)F)c1C#N)C12CC3CC(CC(C3)C1)C2 (centres undefined)	2.0	-0.1	-0.8	0.3
COc1cccc(-n2cc(C(=O)O)c3ccccc3c2=O)c1	17.5	0.5	-0.3	-0.8
CC(C)=Cc1oc2c(Cl)cc(Cl)cc2c1N1CCOCC1	-7.2	-0.3	-4.2	0.5
Cc1cccc(S(=O)(=O)NC(C)c2ccccc2)c1 (centres undefined)	11.2	0.1	-3.2	-1.0
COc1ccc(C)cc1NC(=O)C(C)C	12.8	0.1	1.2	-1.0
Cc1ccc(S(=O)(=O)NNC(=S)NCC2CCCO2)cc1 (centres undefined)	10.5	0.6	3.8	0.6
O=C(NCCS(=O)(=O)N1CCc2ccccc21)c1cccs1	-6.9	0.0	3.4	-0.5
O=S(=O)(NCCSC1CCCCC1)c1ccc(Br)cc1	-17.8	-0.1	6.6	1.1
COc1ccc2[nH]cc(/C=C(/C#N)S(=O)(=O)c3ccccc3)c2c1	-2.4	0.1	-6.7	0.7
CCc1ccccc1NC(=O)NCCNc1nc2cc3c(cc2cc1C#N)OCO3	-20.5	0.1	1.6	-0.1

The list goes on:
Structure	MITF primary	FBW7 activator	TEAD-YAP block	GPR151 ag
COc1cc(C2NC(=O)NC(C)=C2C(=O)Nc2ccccc2)ccc1OCc1ccccc1 (centres undefined)	0.2	0.0	3.4	2.1
Cc1ccc(-c2csc(=Nc3ccccc3)n2Cc2ccc3c(c2)OCO3)cc1	-7.2	0.1	-11.4	0.1
CCCOC(=O)c1ccc(NC(=O)c2ccco2)cc1	7.9	0.1	-42.9	0.3
CCOC(=O)C1CCN(Cc2ccc(OC)c(O)c2)CC1	40.0	0.1	4.4	2.4
Cc1ccc(Cl)cc1NC(=O)C1CCCN(S(=O)(=O)c2c(C)noc2C)C1 (centres undefined)	-9.5	0.1	-9.1	0.0
Cc1ccc(C)c(-n2c3nc(=O)n(C)c(=O)c-3cc3ccccc32)c1	-1.9	-0.1	-8.2	-1.6
COc1cc(NC(=O)c2ccc(-c3csc4ccccc34)s2)cc(OC)c1OC	2.8	0.1	5.7	-0.8
COc1ccc(S(=O)(=O)Nc2ccc(S(=O)(=O)Nc3ccccc3C)cc2)cc1	19.8	0.3	1.2	-1.4
Cc1ccc(C)c(OCCOCCNCCN)c1C	45.4	-0.1	2.4	1.0
O=C1OC(c2ccccc2F)=N/C1=C\c1cccc(F)c1	14.6	0.0	9.3	0.7
